High-throughput results from PubChem BioAssay.
PLC-beta3 inh = inhibitors of human phospholipase C beta3. 370,000 compounds, 0.18% hits. Purified PLC-beta3, fluorogenic substrate, fluorescence. Q01970. inhibition, % at 12.2 µM; in the data active means inhibition above about 11%;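 further: 0% = median of compound wells on plate and 100% = full blocker control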
ADAM10 inh = ADAM10 inhibition, QFRET primary screen | O14672 | recombinant ADAM10, EDANS/DABCYL FRET peptide cleavage, 3 h | inhibition, % at 7 µM | 370,000 compounds, 0.62% hits;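 active means inhibition above a per-campaign cutoff equal to the mean of compounds falling between control-based bounds plus 3 SD, cut at about 20% in these data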;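 further: 0% = DMSO wells while the 100% control is not disclosed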
Target sequence (O14672 214-748 limits assumed): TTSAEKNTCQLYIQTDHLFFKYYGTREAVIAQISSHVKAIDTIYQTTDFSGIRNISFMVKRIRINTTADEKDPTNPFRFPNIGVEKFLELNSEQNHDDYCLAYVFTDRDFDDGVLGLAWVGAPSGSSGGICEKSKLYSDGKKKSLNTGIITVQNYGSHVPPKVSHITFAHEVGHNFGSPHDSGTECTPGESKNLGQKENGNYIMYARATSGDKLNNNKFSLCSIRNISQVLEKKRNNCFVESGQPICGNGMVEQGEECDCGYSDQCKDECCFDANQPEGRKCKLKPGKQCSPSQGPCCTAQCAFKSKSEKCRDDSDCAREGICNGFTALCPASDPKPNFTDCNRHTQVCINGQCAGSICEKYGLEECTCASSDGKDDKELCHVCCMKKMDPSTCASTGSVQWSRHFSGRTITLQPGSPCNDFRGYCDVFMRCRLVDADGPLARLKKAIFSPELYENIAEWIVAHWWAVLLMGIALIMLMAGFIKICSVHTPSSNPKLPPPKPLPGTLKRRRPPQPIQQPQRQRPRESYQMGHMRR
TDP2 inh = TDP2 (human) inhibition, absorbance primary screen; O95551; recombinant TDP2, T5PNP hydrolysis, p-nitrophenol absorbance 415 nm; inhibition, % at 12.8 µM; 370,000 compounds, 0.34% hits; AID 720702;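 active means inhibition above the mean of all tested compounds plus 3 SD, set per campaign, cut at about 25% in these data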;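 further: 0% = DMSO with enzyme and 100% = buffer with substrate but no TDP2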
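Incubation: 2 h at 37 °C; Test system: recombinant human TDP2; Quantity: enzyme 120 nM; Read-out basis: percent inhibition; Medium: 50 mM Tris-HCl pH 7.5 with Mg2+, KCl, DTT, BSA; Repeats: single replicate; Compound: 12.8 µM single point, 1% DMSO; Signal: epi absorbance; Reagent: 5 mM T5PNP chromogenic substrate; Benchmarks: no-enzyme high, DMSO-plus-enzyme low.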
DDE Tn7 FP inh = inhibitors of Tn7 peptide binding to human fibrin DD(E); P02675; FP displacement of FITC-Tn7 peptide from fibrin DD(E); 0% = median of compound wells per plate; inhibition, % at 8.3 µM; 370,000 compounds, 0.13% hits;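 active means inhibition above the mean of compounds falling within the control limits plus 3 SD of them, cut at about 14% in these data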;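 further: 0% = plate median of compound wells and 100% = 10 µM Aha-Tn7 peptide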
Target sequence (P02675 whole entry, looked up): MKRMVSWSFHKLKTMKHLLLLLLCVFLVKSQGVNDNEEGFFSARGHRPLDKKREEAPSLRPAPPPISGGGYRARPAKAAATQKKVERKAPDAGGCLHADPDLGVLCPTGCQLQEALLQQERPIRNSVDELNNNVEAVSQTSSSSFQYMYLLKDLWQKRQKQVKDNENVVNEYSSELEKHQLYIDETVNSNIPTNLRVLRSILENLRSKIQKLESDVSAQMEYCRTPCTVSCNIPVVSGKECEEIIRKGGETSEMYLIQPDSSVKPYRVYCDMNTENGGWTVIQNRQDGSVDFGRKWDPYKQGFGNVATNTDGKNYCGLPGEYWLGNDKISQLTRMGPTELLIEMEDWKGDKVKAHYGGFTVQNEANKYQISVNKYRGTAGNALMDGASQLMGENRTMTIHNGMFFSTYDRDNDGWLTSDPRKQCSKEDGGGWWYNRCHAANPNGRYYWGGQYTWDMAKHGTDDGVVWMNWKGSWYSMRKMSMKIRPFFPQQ
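system = human fibrin DD(E) protein | quantity = DD(E) 2 µM final | medium = Tris/NaCl/CaCl2 buffer, pH 7.8 | also added = labelled Tn7 tracer, 0.1 µM | compound dosing = single point at 8.3 µM | timing = compound with protein 10 min, then 3 h after probe, room temperature | signal = FP measurement | benchmarks = Aha-Tn7 high control | repeats = one replicate per compound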
ARFGAP1 inh = inhibitors of rat ARFGAP1. AID 651572. Arfgap1-stimulated ARF1 GTP hydrolysis, GDP FP detection. Q62848. 360,000 compounds, 0.26% hits. inhibition, % at 16.5 µM;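 active means inhibition above a per-plate limit, mean inhibition of low control wells plus 3 SD, cut at about 25% in these data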;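 further: 0% = DMSO wells with enzyme and 100% = wells lacking Arfgap1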
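system = rat Arfgap1 catalytic domain, aa 1-136 | technique = FP, GDP Alexa 633 tracer displaced from anti-GDP antibody, 620/688 nm | compound = one concentration, 16.5 µM, DMSO 1.26% | medium = HEPES-based buffer, pH 7.5 | timing = compound-enzyme preincubation 20 min, reaction 120 min, detection 60 min, 25 °C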
ASAP1 inh = inhibitors of human ASAP1 ArfGAP activity | ASAP1-stimulated ARF1 GTP hydrolysis, GDP FP detection | inhibition, % at 16.5 µM | 360,000 compounds, 0.19% hits; in the data active means inhibition above about 25%;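 further: 0% = vehicle with enzyme and substrate and 100% = no enzyme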
PLCg1 inh = blocks human PLC-gamma1 enzyme activity | 370,000 compounds, 0.84% hits | purified PLC-gamma1, fluorogenic substrate, fluorescence | inhibition, % at 12.2 µM | P19174; in the data active means inhibition above about 9.5%
ADAM17 inh = inhibitors of human ADAM17; P78536; recombinant ADAM17, EDANS/DABCYL FRET peptide cleavage; inhibition, % at 6.95 µM; 370,000 compounds, 0.83% hits;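 active means inhibition above the mean of compounds lying between control limits plus 3 SD, set per campaign, cut at about 8.5% in these data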;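 further: 0% = DMSO-only wells as the low control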
SIAE primary = inhibitors of human sialic acid acetylesterase SIAE; SIAE FP-Rh probe binding, fluorescence polarization; 370,000 compounds, 0.69% hits; AID 1053197; inhibition, % at 9.66 µM; Q9HAT2;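 active means inhibition above a cutoff: mean of compounds within the control limits plus 3 SD of those, cut at about 17% in these data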;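 further: 0% = plate median of compound wells and 100% = probe without SIAE protein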
Tn6 DDE FP = DD(E)-Tn6 binding inhibition, primary FP screen; 370,000 compounds, 0.21% hits; AID 720509; inhibition, % at 8.3 µM; Fibrin DD(E) TRITC-Tn6 fluorescence polarization displacement;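 active means inhibition above a per-campaign cutoff: mean of compounds within control limits plus 3 SD, cut at about 15% in these data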;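 further: 0% = median of all compound wells on the plate and 100% = blocking peptide control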
* hit, by the source's call; . = no result given.

SMILES	PLC-beta3 inh	ADAM10 inh	TDP2 inh	DDE Tn7 FP inh	ARFGAP1 inh	ASAP1 inh	PLCg1 inh	ADAM17 inh	SIAE primary	Tn6 DDE FP
Cc1cccc(Cn2cc(CN3CC(N(C)CCCOC(=O)c4cc(C)cc(C)c4)CS3(=O)=O)nn2)c1 (stereo not given)	-4	-2	2	6	.	.	1	-1	2	2
CC(=O)c1ccc(OCc2cc(C(=O)N3CC[C@@H]4CCCC[C@H]4C3)no2)cc1	-10	6	-21	4	5	10	-5	4	-2	3
O=C(CCc1ccccc1)Nc1c(F)cccc1F	-1	-14	6	1	5	-12	2	-5	1	4
COc1ccc(NC(=O)Cn2nnc(-c3ccccc3N)n2)cc1OC	3	1	1	9	0	1	-1	-1	0	6
Cc1cccc(N2CC(C(=O)Nc3ccccc3N3CCCC3)CC2=O)c1C (stereo not given)	-1	-9	-17	1	-9	1	1	1	2	-1
CCOC(=O)c1sc(Nc2nc3c(OC)cccc3s2)nc1C	-214	-229	-4	4	1	25*	-168	-61	-5	-1
CC(C(c1cccs1)c1c(N)n(C)c(=O)n(C)c1=O)[N+](=O)[O-] (stereo not given)	-5	-10	-7	1	7	-3	0	-3	-1	-2
CCNC(=O)/C=C/c1ccccc1[N+](=O)[O-]	3	14	-8	2	-8	4	3	0	2	-3
O=C(CN1C(=O)NC2(CCCc3ccccc32)C1=O)NCC(F)(F)F (stereo not given)	-5	5	-7	-4	9	-3	1	-3	6	-8
CCSC1=C(C#N)C(c2cccc(O)c2)CC(=O)N1 (stereo not given)	2	-11	-7	-6	5	2	3	2	0	-5
C=CCNc1nc2c(c(=O)n(C)c(=O)n2C)n1CC(=C)C	2	-8	-3	0	8	-7	-1	-2	3	4
O=[N+]([O-])c1ccccc1S(=O)(=O)N1CCN(CC2CC3C=CC2C3)CC1 (stereo not given)	-3	-5	1	2	4	-19	-2	-2	-5	1
CCOCCn1c(=O)c2c(nc3n2CCCN3Cc2ccccc2)n(C)c1=O	2	2	0	-4	-12	5	2	-4	6	1
N/C(CN1CCCC1=O)=N\O	3	-1	16	-3	-6	-14	-3	1	2	2
Cc1ccccc1Oc1ncccc1C(=O)/C(C#N)=C/N(C)C	-3	2	11	-4	10	-2	-1	-2	-3	-1

3 records picked at random from those above:
SMILES	PLC-beta3 inh	ADAM10 inh	TDP2 inh	DDE Tn7 FP inh	ARFGAP1 inh	ASAP1 inh	PLCg1 inh	ADAM17 inh	SIAE primary	Tn6 DDE FP
COc1ccc(NC(=O)Cn2nnc(-c3ccccc3N)n2)cc1OC	3	1	1	9	0	1	-1	-1	0	6
Cc1cccc(Cn2cc(CN3CC(N(C)CCCOC(=O)c4cc(C)cc(C)c4)CS3(=O)=O)nn2)c1 (stereo not given)	-4	-2	2	6	.	.	1	-1	2	2
O=C(CN1C(=O)NC2(CCCc3ccccc32)C1=O)NCC(F)(F)F (stereo not given)	-5	5	-7	-4	9	-3	1	-3	6	-8

Next part:
SMILES	PLC-beta3 inh	ADAM10 inh	TDP2 inh	DDE Tn7 FP inh	ARFGAP1 inh	ASAP1 inh	PLCg1 inh	ADAM17 inh	SIAE primary	Tn6 DDE FP
CCc1ccc(-c2nc(CS(=O)CC(=O)NCCCN3CCC(C)CC3)c(C)o2)cc1 (stereo not given)	-5	0	-6	2	-3	4	1	1	5	-1
O=C(CSc1nc(-c2ccco2)cc(C(F)(F)F)n1)NCCCn1ccnc1	-2	-22	7	4	-6	1	-5	-3	3	-2
COc1ccc(O)c(C2NC(CC(C)C)(C(=O)O)C3C(=O)N(Cc4ccccc4)C(=O)C23)c1 (stereo not given)	-2	-2	8	-2	6	4	0	-1	4	1
COc1ccccc1N1CCN(C2CCN(S(=O)(=O)c3ccc4ccccc4c3)CC2)CC1	3	2	1	2	9	13	8	1	-2	7
CCCCOC(=O)c1nc[nH]c1C(=O)OCCCC	-6	-1	5	7	-1	5	1	-6	-7	2
C[C@H](O)[C@@H]1CN2CCc3c([nH]c4c(-c5ccc6c(c5)OCO6)cccc34)[C@@H]2C[C@@H]1N(C)C(=O)c1ccccc1F	-13	-4	-2	4	.	.	-10	-1	-3	-3
COc1ccc(/C=C/C(=O)CC(O)(c2ccccc2)C(F)(F)F)cc1 (stereo not given)	1	-10	7	1	-8	4	-3	2	-8	6
CCN(CC)S(=O)(=O)c1ccc(N2CCCC2)c(NC(=O)C2CCCCC2)c1	-6	2	9	-6	-1	-6	0	-1	10	0
Cc1ccc(CN2CCCN(Cc3ccc(F)cc3Cl)S2(=O)=O)cc1	-3	6	-4	1	-2	-6	-2	4	3	-1
COc1ccc(CCNC(=O)CSc2nnc3ccc(-c4ccncc4)nn23)cc1	-16	-11	3	-1	6	-2	-5	-4	-3	2
CCN(c1ccccc1)c1nc(C#N)nc(N(CC)c2ccccc2)n1	-8	4	-1	7	7	-8	-3	-4	-2	4
Cc1ccc(N2C(=O)[C@@H]3[C@H](C2=O)[C@H]2C=CC=NN2[C@@H]3C(=O)Nc2ccccc2)cc1	-19	1	-6	5	2	10	-14	0	4	0
COc1cc(NC(=O)CN2C(=O)COc3ccc(S(=O)(=O)N4CCCC4)cc32)cc(OC)c1	-6	-3	-1	3	5	10	-1	0	0	6
Cc1ccccc1C(OCC(O)CN1CCC(C(N)=O)CC1)c1ccccc1 (stereo not given)	-1	6	12	4	-3	3	4	1	4	3
Cc1nn(-c2ccccc2)c(Cl)c1C(=O)NCC(C)c1ccccc1 (stereo not given)	-6	-1	5	0	-20	-7	1	-1	7	1
COc1ccc(Br)cc1C(=O)Nc1cccc(-c2nnc(-c3ccco3)o2)c1	0	-8	2	-4	3	72*	-1	-4	-7	-1
CC(C)CCOP(=O)(c1ccc(N(C)C)cc1)C(O)c1c(Cl)cccc1Cl (stereo not given)	1	5	-4	-2	6	-5	3	-2	-2	-4
CC(=O)Nc1cccc(-c2ccnc3c2CC(C)(C(=O)NCc2ccco2)O3)c1 (stereo not given)	2	-8	4	0	-1	8	-1	-3	1	-3
Cc1cnc(C(=O)OCC(=O)Nc2sc3c(c2C#N)CCC3)cn1	-5	-1	9	1	3	-11	-3	-2	2	6
O=Cc1cc2ccccc2nc1SCCCF	0	1	0	0	9	-8	-2	2	-6	2
O=c1oc2ccccc2cc1NCc1ccccc1O	-3	-12	5	-11	4	4	-1	-1	8	-2
CC(=O)Nc1cc(C(=O)c2ccccc2)ccc1N1CCOCC1	-9	12	-3	-9	3	-9	-3	-4	-7	-5
COc1ccc(C)cc1-n1c(-c2ccncc2)n[nH]c1=S	-1	-1	6	8	8	-1	-6	-8	8	6
O=C1CCN(CCc2ccccc2)CCN1[C@H](CSc1ccccc1)c1ccccc1	-28	-1	-1	-5	-2	0	-20	-3	3	0
Brc1ccc(/C=N/Nc2ccccc2)cc1	3	5	-12	-3	14	6	6	2	6	-3
O=C(c1ccncc1)N1CCN(C2CCC(c3ccccc3)CC2)CC1 (stereo not given)	-6	0	21	0	-3	-6	-6	-1	12	-7
CCCNC(=O)C(Cc1cccc(Br)c1)NC(=O)c1ccc(C#N)cc1 (stereo not given)	-1	-9	-9	-3	9	0	4	-2	-3	-2
CC1CCc2ccccc2N1C(N)=Nc1ccccc1 (stereo not given)	0	-6	3	3	8	5	2	-2	3	3
CN(Cc1ccccc1)C(=O)CN(C)S(=O)(=O)c1ccc(F)cc1	-4	1	0	4	12	2	3	2	-4	3
Cc1ccc(C(C)(c2ccc(N)cc2)c2ccc(N)cc2)cc1	2	14	-9	4	8	1	-2	-3	6	-4
NNC(=O)c1csc(-c2ncc(C(F)(F)F)cc2Cl)n1	-4	-2	4	-1	-6	-5	-1	-3	7	0
CNC(=S)N(CCc1c(C)[nH]c2ccc(OC)cc12)Cc1cccnc1	0	-1	2	-9	11	12	-1	-1	5	1
Cc1ccc[n+](CC(=O)Nc2ccc(Cl)c([N+](=O)[O-])c2)c1	-1	-2	-17	-1	-11	-4	-2	-2	-5	2
CCOC(=O)c1c(C)[nH]c(C(=O)NCCN2CCOCC2)c1C	-3	2	2	-2	-8	6	0	1	-2	-3
CCc1ccc(NC2CC(=O)N(CCc3ccc(OC)c(OC)c3)C2=O)cc1 (stereo not given)	-2	3	7	-3	6	5	2	5	7	9
Cn1c(=O)c2c(SC3CCCC3)nc(C3CC3)nc2n(C)c1=O	4	-4	-3	-7	7	-6	1	0	-3	-6
C/C(=N\NC(=S)NC1CCCCC1)c1cccs1	-1	11	-9	-3	5	1	3	3	2	7
O=c1oc2ccccc2c(O)c1/C=N/c1ncccn1	-9	1	0	-1	10	-2	-4	-1	-27	-3
Cc1nnc(SCCCOc2ccccc2)nc1C	2	-1	7	-2	4	-4	0	-3	-9	-4
Cc1ccc(S(=O)(=O)Oc2ccc(/C=N/NC(=O)c3nn(C)cc3[N+](=O)[O-])cc2)cc1	3	18	-5	8	1	18	8	2	-12	1
CCN(CC)S(=O)(=O)c1ccc(N/N=C(\C)c2ccncc2)nc1	-4	6	10	1	-10	-1	2	3	0	-9
CC(=O)CCS(=O)(=O)c1ccc(C)c(C)c1	-1	0	-10	2	14	4	5	-5	-3	-13
COc1ccc(S[C@]2(C(=O)N3CCN(c4ncccn4)CC3)CC(=O)N(C(=O)Nc3ccc(C)c(Cl)c3)[C@@H]2c2ccc(OC)cc2)cc1	0	0	-6	3	.	.	0	-1	-8	3
Cc1nc2ccc(NS(=O)(=O)c3ccc(C)c(C)c3)cc2s1	-2	-1	-4	-1	4	1	-1	1	-5	-6
CCc1ccc2nc(NC(=O)C3CCN(c4ncnc5sc(C)c(C)c45)CC3)sc2c1	-6	-4	-1	1	15	0	-1	-4	-8	4
COc1ccc(C(=O)COC(=O)c2ccc(NC(C)=O)cc2)cc1[N+](=O)[O-]	1	7	7	-4	8	5	3	-1	-8	-8
O=C(O)C1CCCN(S(=O)(=O)c2ccc(Br)s2)C1 (stereo not given)	-5	-2	-2	1	-8	17	0	-5	-9	2
O=C1C2CC=CCC2C(=O)N1CC1CCCO1 (stereo not given)	3	3	-6	1	2	3	1	0	11	5
CCOC(=O)c1sc(-c2ccccc2)cc1NC(=O)Nc1ccccc1	-6	-2	-8	-1	20	7	-2	-4	-131	-9
Cc1ccc(-c2nnc(C)c(N3CCCC3)n2)cc1	2	3	1	2	0	-14	-1	-2	-1	1
Cn1cc(C=O)c2ccccc21	0	-4	-6	-1	10	3	4	2	-5	8
